Compound activity deposited in PubChem BioAssay by several laboratories.
TNAP inh noacc: human TNAP enzyme inhibitors, primary screen, biochemical, luminescent, no phosphate acceptor, uHTS | Alkaline phosphatase, tissue-nonspecific isozyme (Homo sapiens), P05186 | purified TNAP, CDP-star luminescence, 30 min | inhibition, % at 20 µM | 200,000 compounds, 0.26% hits | AID 1012, 2008;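 active = tissue-nonspecific alkaline phosphatase inhibition above about 50% at 20 µM in the single-dose screen, limit read from the data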;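 also: 0% = DMSO negative control and 100% = EDTA positive control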
Target sequence (P05186 whole entry, looked up): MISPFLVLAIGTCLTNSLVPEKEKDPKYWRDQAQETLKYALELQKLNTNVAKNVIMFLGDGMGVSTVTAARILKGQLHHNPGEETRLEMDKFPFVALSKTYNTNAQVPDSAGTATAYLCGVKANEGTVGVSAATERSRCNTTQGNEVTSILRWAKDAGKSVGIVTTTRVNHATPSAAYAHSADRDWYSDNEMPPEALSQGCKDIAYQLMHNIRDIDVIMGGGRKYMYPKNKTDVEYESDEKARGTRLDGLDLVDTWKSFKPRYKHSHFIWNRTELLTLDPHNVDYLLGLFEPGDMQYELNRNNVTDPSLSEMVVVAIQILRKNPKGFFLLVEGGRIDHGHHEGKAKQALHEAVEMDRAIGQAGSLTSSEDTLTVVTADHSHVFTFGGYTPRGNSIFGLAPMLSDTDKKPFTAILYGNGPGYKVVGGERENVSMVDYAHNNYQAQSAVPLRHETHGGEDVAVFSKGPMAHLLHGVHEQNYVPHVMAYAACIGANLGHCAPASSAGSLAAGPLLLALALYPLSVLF
TNAP act hi DEA: TNAP activators at high phosphate acceptor level, primary screen, biochemical, luminescence, uHTS; 200,000 tested, under 10 active; AID 1136, 2008; Alkaline phosphatase, tissue-nonspecific isozyme (Homo sapiens), P05186; purified TNAP, CDP-star luminescence, 1 M DEA, 30 min; stronger effect = higher value; 0 = EDTA background, 1 = DMSO-only activity; activation factor at 20 µM;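 active = activation factor at least 2 at 20 µM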
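Test system – human TNAP · Doses – 20 µM single point · Incubation – 30 min, room temperature · Signal – luminescent substrate turnover signal · Read-out basis – activation factor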
SRC2 TRFRET art: TR-FRET signal artefacts, primary screen, artefact control for PPARgamma SRC-2 agonist project, biochemical; 200,000 compounds, 0.4% hits; TR-FRET ratio at 8 µM; TR-FRET artefact counter-screen; stronger effect = higher value; in the data active = TR-FRET ratio above about 2000; also: inactives centre near 1500
TNAP inh hi DEA: human TNAP enzyme inhibitors, primary screen, biochemical, luminescent, high phosphate acceptor level, uHTS | AID 1135, 2008 | purified TNAP, CDP-star luminescence, 1 M DEA | inhibition, % at 20 µM | 200,000 compounds, 0.03% hits | Alkaline phosphatase, tissue-nonspecific isozyme (Homo sapiens), P05186;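 active = over 50% inhibition of tissue-nonspecific alkaline phosphatase at 20 µM in the single-dose screen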;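 also: plate controls were DMSO wells for no effect and EDTA-quenched wells as full inhibition for full effect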
bIAP act: bovine intestinal alkaline phosphatase activators, primary screen, biochemical, bovine IAP, CDP-star luminescence; alkaline phosphatase, intestinal [Bos taurus]; purified bovine IAP, 30 min; stronger effect = higher value; fold of DMSO-control signal, blank-subtracted; activation factor at 20 µM; 200,000 compounds, 0.17% hits;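 active = activation factor of 2 or more at 20 µM, a signal rise over negative controls twice the positive control's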
PPARg SRC1 recr: PPARgamma agonists recruiting SRC-1 coactivator, primary screen, biochemical; Peroxisome proliferator-activated receptor gamma (Homo sapiens), P37231; PPARgamma-SRC-1 coactivator recruitment biochemical assay; activation, % at 8 µM; 200,000 compounds, 0.41% hits; AID 631, 2007; in the data active = activation above about 19%;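 also: 0% = DMSO and 100% = reference agonist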
Target sequence (P37231 whole entry, looked up): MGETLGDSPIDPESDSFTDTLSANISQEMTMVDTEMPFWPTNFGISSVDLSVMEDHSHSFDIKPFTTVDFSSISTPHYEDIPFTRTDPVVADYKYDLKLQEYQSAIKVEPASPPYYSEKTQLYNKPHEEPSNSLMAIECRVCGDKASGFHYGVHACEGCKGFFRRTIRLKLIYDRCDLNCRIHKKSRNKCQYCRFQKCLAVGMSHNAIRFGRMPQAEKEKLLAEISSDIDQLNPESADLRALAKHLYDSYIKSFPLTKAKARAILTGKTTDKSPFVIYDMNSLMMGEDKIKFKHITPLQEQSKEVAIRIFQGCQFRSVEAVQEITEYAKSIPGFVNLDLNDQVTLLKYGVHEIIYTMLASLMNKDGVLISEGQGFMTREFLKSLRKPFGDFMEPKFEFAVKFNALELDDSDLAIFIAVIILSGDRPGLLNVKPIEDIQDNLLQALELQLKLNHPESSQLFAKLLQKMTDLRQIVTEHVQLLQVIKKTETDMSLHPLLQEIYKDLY
Efa HMGR inh: inhibitors of E. faecalis class II HMGR, primary screen, biochemical, Enterococcus faecalis. HMG-CoA reductase (Enterococcus faecalis, mvaE). purified E. faecalis HMGR, NADPH absorbance 340 nm kinetic. inhibition, % at 10 µM. 190,000 compounds, 0.41% hits. AID 1066, 2008;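 active = inhibition above a set limit, the median over all tested compounds plus 3 SD, cut at about 9.5% in these data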;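 also: enzyme runs in reverse so mevalonate oxidation gives rising NADPH absorbance; 0% = complete reaction with DMSO and 100% = background rate lacking mevalonate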
PPARg SRC2 recr: agonists of PPARg-SRC-2 recruitment, primary screen, biochemical, HTS | AID 1032, 2008 | activation, % at 8 µM | Peroxisome proliferator-activated receptor gamma (Homo sapiens), P37231 | PPARgamma LBD-SRC-2 recruitment | 200,000 compounds, 0.34% hits; in the data active = activation above about 22%;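 also: 0% = vehicle and 100% = reference agonist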
PPARg SRC-3 ag: PPARgamma agonists recruiting SRC-3 coactivator, primary screen, biochemical; Peroxisome proliferator-activated receptor gamma (Homo sapiens), P37231; biochemical PPARgamma/SRC-3 coactivator recruitment assay; activation, % at 8 µM; 200,000 compounds, 0.26% hits; in the data active = activation above about 23%;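 also: 0% = DMSO and 100% = reference agonist; some compounds past the cut are filed as inactive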
bIAP inh: bovine intestinal alkaline phosphatase inhibitors, primary screen, selectivity assay for TNAP inhibitor project, biochemical, bovine IAP, CDP-star luminescence; inhibition, % at 20 µM; purified bovine IAP, 30 min; AID 1019, 2008; 190,000 tested, under 10 active;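 active = over 50% inhibition of intestinal alkaline phosphatase at 20 µM in the single-dose screen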
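Assay system: bovine IAP enzyme; medium: DEA buffer 100 mM, pH 9.8, with MgCl2 1.0 mM, ZnCl2 0.02 mM; doses: 20 µM single dose; incubation: enzyme reaction for 30 min at room temperature; detection: CDP-star luminescence signal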
* = called active by the depositor.

entry	mol	TNAP inh hi DEA	bIAP inh	PPARg SRC1 recr	bIAP act	PPARg SRC2 recr
1	COc1ccc(/C=N/OCc2nc3c4c(ncn3n2)Oc2ccc3ccccc3c2C4c2ccccc2)cc1 (stereo not given)	-6	-7	4	1.1	-4
2	CCCOC1(NC(=O)c2ccccc2)C(C)=CC(=O)C=C1C	-4	-4	-3	1	6
3	CCN(CC)C(=O)N1CCC(NC(=O)c2ccc(C(C)(C)C)cc2)CC1	-4	-8	1	1.1	-8
4	O=C(Nc1nc2n(n1)C(c1ccccc1)C=C(c1ccccc1)N2)c1ccco1 (stereo not given)	-3	-38	2	1.4	13
5	O=C(CN1CCN(S(=O)(=O)c2ccc(Cl)cc2)CC1)Nc1ccc(F)cc1F	0	-7	1	1.1	15
6	COc1cccc(-c2nn(C)c3sc(C(=O)NCc4ccccn4)cc23)c1	-6	2	2	1	1
7	O=C(CCl)Nc1cn(-c2ccccc2)nc1-c1ccc(F)cc1	-7	4	0	1	-3
8	Cc1cccc(NC(=O)COc2ccc3oc4c(c3c2)CCCC4)n1	-6	3	4	1	1

entry	TNAP inh noacc	TNAP act hi DEA	SRC2 TRFRET art	Efa HMGR inh	PPARg SRC-3 ag
1	11	1.1	1629	-4	6
2	-4	1	1425	-10	0
3	1	1	1612	-2	2
4	-14	1	1559	-3	5
5	-8	1	1727	-4	14
6	-11	1.1	1383	-6	-3
7	-11	1.1	1344	-3	-1
8	-7	1.1	1508	-12	7

The listing continues.
entry	mol	TNAP inh hi DEA	bIAP inh	PPARg SRC1 recr	bIAP act	PPARg SRC2 recr
9	Cn1nnnc1SCC(=O)NC1CCCCC1	-5	-1	-2	1	6
10	Cc1cc(=O)c2c(C)nn(-c3ccccc3)c2[nH]1	-6	-6	-1	1.1	-8
11	O=C(Nc1ccc(Cl)cc1Cl)c1ccc(-c2ccccc2)cc1	-1	41	2	0.6	12
12	Clc1ccccc1-c1nnn(Cc2ccc(-c3nn[nH]n3)cc2)n1	-7	12	3	0.9	2
13	CCOCCCNCc1ccc(OCC(=O)N2CCOCC2)c(OC)c1	-5	3	-6	1	-5
14	O=C(Cn1cc([N+](=O)[O-])cn1)N1N=C(C(F)F)CC1(O)C(F)F (stereo not given)	-2	-9	3	1.1	16
15	Cc1cc(SCC(=O)N2CCCC2)nc2ccccc12	-3	-1	6	1	1
16	Cc1ccc2c(c1)nnn2C1CCN(C(=O)NC23CC4CC(CC(C4)C2)C3)CC1	-1	0	4	1	4

entry	TNAP inh noacc	TNAP act hi DEA	SRC2 TRFRET art	Efa HMGR inh	PPARg SRC-3 ag
9	-25	1.1	1591	-6	2
10	-5	1.1	1450	-2	8
11	-8	1	1545	-5	3
12	-17	1.1	1687	-3	-2
13	-4	1.1	1457	-7	-2
14	-6	1	1719	-9	6
15	-14	1	1660	-2	-1
16	-2	1	1717	0	0

(listing goes on)
entry	mol	TNAP inh hi DEA	bIAP inh	PPARg SRC1 recr	bIAP act	PPARg SRC2 recr
17	COc1cc(C)nc(NCc2ccccc2)n1	-2	18	-4	0.8	3
18	O=C1c2ccccc2C(=O)N1CCSc1nnc(-c2ccco2)n1Cc1ccccc1	-4	1	5	1	-4
19	CSc1nc2c(c(=O)[nH]1)C(c1ccccc1)C1=C(CC(C)(C)CC1=O)N2 (stereo not given)	-1	-12	8	1.1	10
20	CCCCOC(=O)n1c(=O)oc2ccccc21	-1	13	-3	0.9	-4
21	Cc1ccc2cc(CN(Cc3ccco3)C(=O)NCc3ccccc3)c(=O)[nH]c2c1C	-3	16	0	0.8	3
22	CCOc1nc(-c2ccccc2Cl)ccc1C#N	2	35	10	0.6	-3
23	Cc1noc(C)c1C(=O)Nc1sc(C)c(C)c1C#N	4	2	11	1	-2
24	COc1cc(NC(=O)c2ccc3c(SCC(=O)O)c4c(nc3c2)CCCC4)cc(OC)c1OC	-4	3	-1	1	-4

entry	TNAP inh noacc	TNAP act hi DEA	SRC2 TRFRET art	Efa HMGR inh	PPARg SRC-3 ag
17	-9	1	1538	-4	-1
18	-12	1	1452	2	1
19	-3	1	1731	-3	4
20	-7	1	1455	-1	-10
21	-5	1	1664	-2	5
22	-6	1	1545	3	4
23	-7	1	1673	-4	9
24	-11	1	1480	-7	3

Carrying on.
entry	mol	TNAP inh hi DEA	bIAP inh	PPARg SRC1 recr	bIAP act	PPARg SRC2 recr
25	Cc1cc2[nH]c(=S)[nH]c2cc1C	-4	13	0	0.9	8
26	CCN(C(=O)CN(C)Cc1cccc(Cl)c1Cl)c1c(N)n(Cc2ccccc2)c(=O)[nH]c1=O	-1	14	3	0.9	-1
27	Cc1ccc(-c2nn(-c3ccccn3)c(=O)c3ccccc23)cc1	-4	-2	4	1	9
28	O=C(NCCc1c[nH]c2ccccc12)c1cnccn1	2	3	-8	1	5
29	COC(=O)CSC1=C(C#N)C(c2ccc(F)cc2)CC(=O)N1 (stereo not given)	-5	10	8	0.9	8
30	CCOC(=O)C1(Cc2cccc(F)c2)CCN(Cc2nc(CC)[nH]c2C)CC1	-5	-12	3	1.1	7
31	COc1cc(C2C(C(C)=O)=C(O)C(=O)N2CCc2c[nH]c3ccccc23)ccc1O (stereo not given)	-5	0	19*	1	5
32	Fc1ccc(Cl)cc1/C=N/n1cnnc1SCc1ccccc1	-3	14	5	0.9	1

entry	TNAP inh noacc	TNAP act hi DEA	SRC2 TRFRET art	Efa HMGR inh	PPARg SRC-3 ag
25	-52	1	1556	-2	1
26	-4	1	1462	-1	3
27	-1	1	1710	-1	5
28	-10	1	1442	-4	-4
29	-12	1.1	1518	-10	13
30	-16	1	1586	0	1
31	-13	1.1	1653	-1	9
32	-8	1	1473	-4	-7

(cont.)
entry	mol	TNAP inh hi DEA	bIAP inh	PPARg SRC1 recr	bIAP act	PPARg SRC2 recr
33	O=S(=O)(c1ccc(Br)cc1)c1cnc2ccccc2n1	-1	-6	8	1.1	6
34	CCCCC(c1nnnn1CC1CCCO1)N1CCN(c2ccccc2)CC1 (stereo not given)	-1	-21	-5	1.2	0
35	CCOC(=O)c1c(/N=C/c2cccc(C)c2O)sc2c1CCN(C)C2	3	12	0	0.9	-1
36	CC1CCCCN1C(=O)Cn1cc(C=O)c2ccccc21 (stereo not given)	-5	8	-4	0.9	-7
37	O=C1c2oc3ccc(Br)cc3c(=O)c2C(c2cccc(F)c2)N1CCO (stereo not given)	-9	10	-1	0.9	-4
38	CC(C)Sc1nc(N)c2c3c(sc2n1)CN(C)CC3	-1	14	1	0.9	3
39	Cc1nc2c(sc3nc4c(cc32)COC(C)(C)C4)c(=O)o1	-1	5	3	0.9	-1
40	Cc1cc(C)cc(OCC(=O)Nc2ccc(CN3CCCCC3)cc2)c1	1	-10	4	1.1	0

entry	TNAP inh noacc	TNAP act hi DEA	SRC2 TRFRET art	Efa HMGR inh	PPARg SRC-3 ag
33	-4	1	1503	-7	6
34	-5	1	1612	-2	-1
35	5	1	1456	-2	1
36	-3	1.1	1568	2	-2
37	-16	1.1	1749	-7	-2
38	-3	1	1623	-5	-2
39	0	1	1455	-2	8
40	-9	1	1490	-2	4

(list continues)
entry	mol	TNAP inh hi DEA	bIAP inh	PPARg SRC1 recr	bIAP act	PPARg SRC2 recr
41	CCOCCCN(C(=O)Nc1ccc(CC)cc1)C1CCN(C(C)=O)CC1	-2	2	-4	1	6
42	CCc1n(CC(O)COCc2ccccc2)c2ccccc2[n+]1C (stereo not given)	4	6	0	0.9	5
43	Nc1c(Cl)ncnc1N1CCCC1	-6	3	7	1	6
44	COc1cccc(OC)c1C(=O)n1nc(C)cc1C	-3	12	2	0.9	0
45	CC1CCCN(c2ccc(F)cc2N)C1 (stereo not given)	-4	8	-7	0.9	2
46	O=C(COc1c(Br)cc(Br)c2cccnc12)Nc1ccccc1F	1	-9	2	1.1	5
47	Clc1ccccc1Sc1cnc2ccccc2n1	0	37	11	0.6	6
48	Cc1cc(N2CC(C)OC(C)C2)nc2ccccc12 (stereo not given)	-6	-7	-1	1.1	2

entry	TNAP inh noacc	TNAP act hi DEA	SRC2 TRFRET art	Efa HMGR inh	PPARg SRC-3 ag
41	-10	1	1677	-2	-1
42	-15	1	1440	-6	2
43	-10	1.1	1443	-2	7
44	-6	1	1480	0	11
45	-10	1	1496	-1	1
46	-11	1	1613	-5	7
47	-14	1	1899	-4	16
48	4	1.1	1546	0	-2

Later entries.
entry	mol	TNAP inh hi DEA	bIAP inh	PPARg SRC1 recr	bIAP act	PPARg SRC2 recr
49	CCOC(=O)c1c(C)[nH]c(C(=O)C(C)OC(=O)c2cccc(OCc3c(C)noc3C)c2)c1C (stereo not given)	-5	-4	-1	1	2
50	Cc1nnc2n(-c3ccccc3)c(=O)c3c4c(sc3n12)COC(C)(C)C4	-5	-3	6	1	2
51	O=C(CSc1nc2c(c(=O)n1-c1ccc(Br)cc1)SCC2)NCc1ccco1	-1	11	2	0.9	10
52	O=S(=O)(c1ccc(Cl)cc1)N1CCN(Cc2c[nH]c3ccccc23)CC1	0	10	3	0.9	-5
53	COCCn1c(C)cc(C(=O)COC(=O)c2c(C)nn(Cc3ccccc3)c2C)c1C	-5	3	6	1	12
54	COc1ccc(N(C)S(=O)(=O)c2cccc(C(=O)Nc3nc4ccccc4[nH]3)c2)cc1	-6	-4	7	1	5
55	CC1=N/C(=C\c2ccc([N+](=O)[O-])cc2)C(=O)N1c1ccc(Br)c(C)c1	3	11	0	0.9	-5
56	S=C(Nc1ccc(Nc2ccccc2)cc1)Nc1ccccn1	-3	-13	6	1.1	6

entry	TNAP inh noacc	TNAP act hi DEA	SRC2 TRFRET art	Efa HMGR inh	PPARg SRC-3 ag
49	-7	1.1	1572	1	0
50	-11	1	1540	1	3
51	1	1	1647	-1	9
52	-5	1	1371	-1	-1
53	-11	1.1	1597	-5	-4
54	-29	1.1	1493	5	0
55	0	1	1547	-2	-6
56	1	1	1722	-2	1
